# dFosB activator = enhances mouse delta FosB homodimer DNA binding; AID 493131; purified delta FosB, TAMRA-CDK5 oligo fluorescence polarization; percent of positive-control signal above neutral wells; activation, % at 25 µM; actives 0.99% (n = 340,000);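 active = mean activation above about 17%, with every replicate also reaching it, limit read from the data, passing the limit was not always enough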;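 note: fluorescence polarization rise as delta FosB binds a TAMRA Cdk5 AP-1 oligo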
# Target sequence (P13346 whole entry, looked up): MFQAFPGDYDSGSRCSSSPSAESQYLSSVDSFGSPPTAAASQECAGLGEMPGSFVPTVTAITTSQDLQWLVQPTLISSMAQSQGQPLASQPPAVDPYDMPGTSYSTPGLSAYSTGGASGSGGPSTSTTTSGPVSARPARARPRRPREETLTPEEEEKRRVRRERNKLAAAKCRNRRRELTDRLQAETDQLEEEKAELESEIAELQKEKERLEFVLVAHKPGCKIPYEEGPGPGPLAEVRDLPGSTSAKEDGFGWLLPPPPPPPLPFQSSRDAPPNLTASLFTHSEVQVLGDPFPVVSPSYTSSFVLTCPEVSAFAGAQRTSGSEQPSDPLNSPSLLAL
# PvdQ inh = blocks Pseudomonas aeruginosa PvdQ acylase activity; purified PvdQ acylase, fluorescence plate reader; inhibition, % at 10 µM; actives 0.063% (n = 340,000); in the data active = inhibition above about 30%, passing the limit was not always enough;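 note: 0% = vehicle neutral wells and 100% = reference inhibitor wells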
# HTR5A ag ctr = HTR5A agonism, opioid heterodimer counter-screen. HTR5A agonist assay, luminescence, cell-based. activation, % at 9.3 µM. actives 0.61% (n = 340,000). AID 504692; in the data active = activation mostly above about 9.5%, no sharp cut-off; inactive = mostly below about 7.6%;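 note: 0% = cells with vehicle only and 100% = reference agonist; strong numbers were not always called active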
# Target sequence (P47898 whole entry, looked up): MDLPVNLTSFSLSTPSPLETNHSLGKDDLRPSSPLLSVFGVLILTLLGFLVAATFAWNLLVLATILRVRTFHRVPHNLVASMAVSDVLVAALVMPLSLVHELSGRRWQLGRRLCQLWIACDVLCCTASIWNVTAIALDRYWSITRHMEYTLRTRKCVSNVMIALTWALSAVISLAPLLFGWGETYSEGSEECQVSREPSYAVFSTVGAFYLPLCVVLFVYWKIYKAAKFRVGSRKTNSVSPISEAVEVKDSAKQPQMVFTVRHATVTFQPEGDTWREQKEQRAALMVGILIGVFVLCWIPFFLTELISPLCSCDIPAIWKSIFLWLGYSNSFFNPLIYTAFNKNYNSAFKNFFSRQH
# cardiac RTF act = increases calcium sensitivity of human cardiac regulated thin filaments. IANBD-labeled TnC RTF fluorescence at EC20 calcium; 0% EC20 calcium, 100% full calcium. activation, % at 7.2 µM. actives 0.24% (n = 340,000);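 active = activation above the mean over all tested compounds plus 3 SD, cut at about 30% in these data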;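 note: rise in fluorescence read as greater calcium sensitivity of cardiac thin filaments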
# CDK5 p35 inh = inhibitors of human CDK5/p35 kinase; inhibition, % at 10 µM; AID 488839; Q00535+Q15078; actives 0.01% (n = 330,000); Recombinant CDK5/p35, ADP-Glo luminescence, 60 min;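 active = highest replicate inhibition of at least 50% and at least 75% of replicates reaching 50%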;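 note: plate controls were DMSO neutral control for no effect and GW8510 at 10 µM for full effect; many of its hits are not listed in these tables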
# MITF TRPM1 HTS = MITF TRPM1 promoter activation in melanoma cells | SK-MEL-5 TRPM1-promoter luciferase, 24 h; % of positive control, neutral wells = 0 | activation, % at 12.5 µM | AID 588334 | actives 0.75% (n = 300,000);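 active = mean activation of at least 80% with every replicate also reaching 80%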;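 note: 0% = neutral control wells and 100% = parthenolide positive control wells; values of inactives mirror those of a sister screen read the other way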
# Wnt act = activators of Wnt/beta-catenin signaling; actives 1.2% (n = 300,000); Wnt/beta-catenin reporter cell assay, activator, plate reader; activation, % at 9.35 µM; in the data active = activation above about 30%, passing the limit was not always enough;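 note: 0% = neutral control wells and 100% = positive control wells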
# SR-BI DiI-HDL act = activators of SR-BI mediated HDL lipid uptake | CHO ldlA[mSR-BI] cells, DiI-HDL uptake fluorescence, 3 h; 100 = double the neutral-control signal | activation, % at 12.5 µM | actives 0.096% (n = 320,000);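 active = mean replicate activation of at least 60% and every replicate at or above 60%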;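 note: 0% = median plate neutral-control signal and 100% = twice that signal; values of inactives mirror those of a sister screen read the other way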
#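 System: CHO ldlA[mSR-BI] cells / Medium: HEPES-buffered (25 mM, pH 7.4) F12 plus 0.5% BSA / Probe or stimulus: labelled HDL, 10 µg/mL / Doses: single compound concentration, delivered by pin transfer / Schedule: 3 h, 37 °C / Measured by: DiI fluorescence, bottom read / Measure: cell-associated DiI fluorescence as measure of HDL uptake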
# Rtt109 Vps75 = blocks Candida albicans Rtt109/Vps75 acetyltransferase activity; Q5AAJ8; purified Rtt109/Vps75, ThioGlo CoA-SH fluorescence, 4 h; inhibition, % at 34.9 µM; actives 0.16% (n = 330,000);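 active = inhibition of at least 50% in every replicate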
# Target sequence (Q5AAJ8 whole entry, looked up): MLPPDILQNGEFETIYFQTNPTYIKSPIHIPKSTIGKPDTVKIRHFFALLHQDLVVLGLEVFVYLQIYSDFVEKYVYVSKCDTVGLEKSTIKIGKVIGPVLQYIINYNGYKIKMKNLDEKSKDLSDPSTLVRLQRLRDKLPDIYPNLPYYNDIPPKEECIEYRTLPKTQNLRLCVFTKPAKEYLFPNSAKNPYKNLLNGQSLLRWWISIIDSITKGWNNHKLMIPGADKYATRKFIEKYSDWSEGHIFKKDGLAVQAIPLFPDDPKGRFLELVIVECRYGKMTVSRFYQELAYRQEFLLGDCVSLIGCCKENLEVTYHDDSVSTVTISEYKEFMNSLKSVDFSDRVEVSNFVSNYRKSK
# SR-BI HDL uptake = inhibitors of mouse SR-BI mediated HDL lipid uptake; ldlA[mSR-BI] CHO cells, DiI-HDL uptake fluorescence, 3 h; inhibition, % at 12.5 µM; actives 0.96% (n = 320,000); AID 488896;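 active = mean replicate inhibition of at least 70% and a set share of replicates each scoring 70 or more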;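 note: 0% = median of neutral control wells and 100% = median of positive control wells; values of inactives mirror those of a sister screen read the other way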
# * marks the source's active call; other numbers are inactive results; nt = not tested or not shown.
SMILES,dFosB activator,PvdQ inh,HTR5A ag ctr,cardiac RTF act,CDK5 p35 inh,MITF TRPM1 HTS,Wnt act,SR-BI DiI-HDL act,Rtt109 Vps75,SR-BI HDL uptake
CN1/C(=C\C(=O)Nc2ccc(Cl)cc2)C(C)(C)c2ccccc21,11,-7,3,-7,0.0,1,2,20,-6,-20
Fc1ccc(C2=CSC3=NCCN23)cc1,5,-12,3,3,-1.2,-19,0,16,2,-16
Cc1ccc(C)c(-n2c3nc(=O)[nH]c(=O)c-3cc3cc([N+](=O)[O-])ccc32)c1,-6,1,6,-10,-1.7,-63,2,1,nt,-1
CCn1cc(C(=O)NCc2ccco2)c(=O)c2ccc(C)nc21,-1,-10,2,-1,-0.6,-2,2,16,nt,-16
COc1ccc(C(=O)OCCc2ccc(O)cc2)cc1,-3,7,-1,-8,2.4,130*,17,-24,3,24
NC(=O)Cn1c2[n+](c3ccccc31)CC(O)CS2 (stereo not drawn),9,-6,nt,-5,0.3,-2,nt,36,0,-36
Cc1ccc(N(C(=O)c2ccc(S(=O)(=O)N(C)C)cc2)C2C=CS(=O)(=O)C2)cc1 (stereo not drawn),0,15,-6,2,1.1,-9,-1,19,nt,-19
O=C(Cn1ncc2c([nH]c3ccccc32)c1=O)NCCc1ccccc1,44*,12,7,-2,3.4,0,-2,2,nt,-2
COc1nnc(-c2ccc(C)c(S(=O)(=O)NCCO)c2)c2ccccc12,-2,-10,-1,-1,-0.5,-4,nt,-11,3,11
CCCn1c(C)cc(-c2csc(NC(=O)CCc3nc4ccccc4c(=O)[nH]3)n2)c1C,-2,-5,-4,-13,-0.1,0,-6,9,-14,-9
Cc1cc(NC(=O)C23CCC(C)(C(=O)O2)C3(C)C)no1 (stereo not drawn),0,-14,0,4,-0.4,1,nt,20,8,-20
Cc1cc(C(=O)Nc2cc(C)n(Cc3ccc(Cl)cc3)n2)no1,6,-20,-1,1,-0.7,-7,-12,1,16,-1
O=C(Nc1ccccc1)C1=C(O)CC(c2ccc(Cl)cc2)N2CCN=C12 (stereo not drawn),14,-8,4,-5,-0.3,2,nt,-2,11,2
Cc1cc2cc(CN(CC3CCCO3)C(=S)NCc3ccco3)c(=O)[nH]c2cc1C (stereo not drawn),-3,12,3,-4,1.8,3,-1,10,2,-10
COc1cccc(N2CC(C(=O)Nc3nnc(SCC(=O)N4CCCC4)s3)CC2=O)c1 (stereo not drawn),-4,-12,2,-1,-0.7,4,3,11,5,-11
CCC(=O)N1c2ccc(S(=O)(=O)N3CCN(C)CC3)cc2CC1C (stereo not drawn),-3,-5,-2,3,-2.8,-1,0,4,3,-4
O=C(O)c1ccc(COc2ccccc2[N+](=O)[O-])o1,-3,17,-1,-4,-0.2,3,nt,30,-7,-30
COc1ccc(CNc2c(CO)cnc3c2cnn3C)cc1,3,5,-2,-1,-0.1,-8,-2,12,-9,-12
CCn1c2ccccc2c2cc(NC(=O)c3ccccc3-c3ccccc3C(=O)O)ccc21,-8,-16,3,4,-0.9,3,-3,6,0,-6
O=C(O)c1oc2ccc(Br)cc2c1-n1cccc1,-5,6,1,0,-2.2,nt,nt,33,20,-33
COc1ccc(S(=O)(=O)N2CCCCC2)cc1,-11,0,2,7,1.2,-2,nt,nt,31,-10
CCN(CC(=O)NC1CCS(=O)(=O)C1)C(C)C(=O)Nc1ccc(F)cc1 (stereo not drawn),-6,-22,3,0,0.7,-3,1,25,2,-25
CCCCN(CCCC)CCNC(=O)CN1C(=O)COc2ccc(S(=O)(=O)N3CCC(C)CC3)cc21,-6,-16,-1,0,-3.5,-4,0,-9,-5,9
COc1ccccc1NC(=O)CN(Cc1ccccc1)S(C)(=O)=O,2,8,-4,-8,1.0,-10,3,8,-2,-8

# Ordered by molar mass (lowest first): 4 of the compounds above
SMILES,dFosB activator,PvdQ inh,HTR5A ag ctr,cardiac RTF act,CDK5 p35 inh,MITF TRPM1 HTS,Wnt act,SR-BI DiI-HDL act,Rtt109 Vps75,SR-BI HDL uptake
O=C(Nc1ccccc1)C1=C(O)CC(c2ccc(Cl)cc2)N2CCN=C12 (stereo not drawn),14,-8,4,-5,-0.3,2,nt,-2,11,2
Cc1cc2cc(CN(CC3CCCO3)C(=S)NCc3ccco3)c(=O)[nH]c2cc1C (stereo not drawn),-3,12,3,-4,1.8,3,-1,10,2,-10
COc1cccc(N2CC(C(=O)Nc3nnc(SCC(=O)N4CCCC4)s3)CC2=O)c1 (stereo not drawn),-4,-12,2,-1,-0.7,4,3,11,5,-11
CCCCN(CCCC)CCNC(=O)CN1C(=O)COc2ccc(S(=O)(=O)N3CCC(C)CC3)cc21,-6,-16,-1,0,-3.5,-4,0,-9,-5,9

# Continuation.
SMILES,dFosB activator,PvdQ inh,HTR5A ag ctr,cardiac RTF act,CDK5 p35 inh,MITF TRPM1 HTS,Wnt act,SR-BI DiI-HDL act,Rtt109 Vps75,SR-BI HDL uptake
CCOc1ccc(-n2c(C)nc3cc(C(=O)NCCCN4CCOCC4)ccc32)cc1,-15,-8,-1,-2,-0.5,-1,nt,-14,0,14
CC(C)c1ccc(OC(=O)c2cccc(S(=O)(=O)N3CCN(C)CC3)c2)cc1,-3,-10,-2,-4,0.1,2,-2,20,6,-20
Cn1c(=O)c(-c2ccccc2[N+](=O)[O-])c(Cl)c2ccccc21,-6,-8,-6,-5,-0.4,-10,-2,10,1,-10
C=CC1(C)CN(Cc2ccco2)S(=O)(=O)c2c(F)cccc2O1 (stereo not drawn),-7,-18,5,12,1.1,3,-1,-5,3,5
O=S1(=O)CC(O)C(NCc2ccco2)C1 (stereo not drawn),3,2,2,-1,0.8,nt,nt,19,nt,-19
CCN1C(=O)c2cccc3c(NC(=O)C4CCCCC4)ccc1c23,-12,-15,-1,3,-0.3,-8,-2,1,-2,-1
COc1ccc(CNCc2ccc3c(c2)OCO3)c(OC)c1OC,-6,-6,1,4,-1.4,-10,2,11,-1,-11
COC(=O)c1ccc(S(=O)(=O)N(CCO)Cc2ccccc2)n1C,-3,-28,3,21,1.8,-12,4,2,4,-2
COc1cc2c(cc1OC)C(COc1ccc([N+](=O)[O-])cc1)NCC2 (stereo not drawn),-7,-4,2,4,0.6,9,-1,-47,4,47
CCCNc1nc(-c2ccccc2)c(C(=O)OCC)cc1C#N,-5,11,-2,-1,-0.9,nt,-1,-19,-2,19
COc1ccc(Nc2oc(COc3ccccc3OC)nc2C#N)cc1,-2,2,-3,-9,-2.1,-15,-3,-12,-6,12
CCNc1ccc(S(=O)(=O)N(C)C)cc1NCC(=O)Nc1ccc(Br)cc1F,-3,-22,4,-1,-3.7,5,-1,-21,-10,21
O=C1OCCC1Sc1nnc(-c2ccccc2Br)n1Cc1ccccc1 (stereo not drawn),-2,2,1,-7,-1.0,0,15,-27,-3,27
O=C(N/N=C/c1c[nH]c2ccc(Br)cc12)C1CC1,-3,14,8,-3,0.1,-2,-1,nt,35,nt
COc1cccc(C2C(C(=O)OC(C)C)=C(C)Nc3ncnn32)c1 (stereo not drawn),2,-11,-10,0,0.3,-5,nt,21,-14,-21
O=C(Nc1cccc(NC(=O)c2cccc(F)c2)n1)c1cccc(F)c1,-15,-24,0,-8,-1.6,29,21,-87,2,87*
CCc1noc(C)c1C(=O)Oc1ccc(N(C)S(=O)(=O)c2ccccc2)cc1,-7,-13,7,-3,-0.4,-1,-3,-49,-3,49
Cc1c(C(=O)Nc2ccc3c(c2)OCO3)sc2ncn(CC(=O)N3CC(C)CC(C)C3)c(=O)c12 (stereo not drawn),11,-16,0,-3,-0.8,-3,0,-12,-11,12
O=C(c1ccccc1)c1n[nH]c(-c2ccccc2)cc1=O,-5,-16,0,4,1.0,0,-1,25,1,-25
CCc1ccc(C2=NN(C(C)=O)C(c3ccco3)C2)cc1 (stereo not drawn),-9,-14,-3,7,-0.1,78,12,-40,nt,40
C=CCc1c(C)nc(C)nc1N/N=C/c1ccccc1O,1,10,-9,5,0.4,-15,nt,-17,5,17
CC(=O)c1cn(N2CCCCC2)c(=O)[nH]c1=O,0,11,0,2,-0.3,-6,3,34,-3,-34
CCOc1ccc(/C=N/NC(=O)c2[nH]ncc2Br)c(O)c1,-1,-33,0,0,5.2,-10,9,-54,-10,54
COc1ccc(-n2ncc3c(=O)n(Cc4c(F)cccc4Cl)cnc32)cc1,-7,15,3,-8,-1.0,26,-1,16,17,-16
CCc1nnc(NC(=O)c2ccc(C)o2)s1,-10,-12,6,-3,-1.1,41,10,-4,-3,4
CC12CCCC(CC(=O)O)(C1)NC(=O)C2 (stereo not drawn),1,8,1,-3,-0.7,-1,-2,-2,-13,2
CCCCCOC(=O)C1[C@H]2C(=O)N(Cc3cccs3)C[C@]23C=C[C@H]1O3 (stereo partly drawn),-5,-6,1,-4,-1.1,1,nt,34,13,-34
COc1ccc(Nc2nc(N3CCCCC3)nc3ccccc23)c(OC)c1,3,-6,-4,11,-0.3,-8,-11,-39,2,39
Cc1cnc(C(=O)Nc2nc(-c3ccccc3)cs2)cn1,2,1,8,2,0.2,-1,1,6,8,-6
Cc1cc(N2CCN(Cc3ccccc3)CC2)n2nc(C)c(-c3ccccc3)c2n1,4,-4,-3,-1,0.0,-4,nt,-21,10,21
CCCCCCNCC(=O)N1CCC(Cc2ccccc2)CC1,-2,-11,-4,1,-0.7,1,-1,4,5,-4
Cn1c(C(C#N)C(=O)c2sc3ccccc3c2Cl)nc2ccccc21 (stereo not drawn),3,-10,8,-1,-3.2,6,-2,12,-5,-12
COCCCN(C(=S)Nc1cc(Cl)cc(Cl)c1)C(C)c1ccccn1 (stereo not drawn),-9,-8,0,1,-2.9,19,9,nt,0,nt
COc1ccc(/C=C/c2nnc(NC(C)=O)s2)cc1,-1,-14,1,4,-3.9,nt,37*,-11,3,11
CN(C)S(=O)(=O)c1ccc(NC(=O)N2CCN(c3ccccc3Cl)CC2)cc1,-13,8,-4,-6,0.6,nt,nt,-36,8,36
Cc1cc(NC(=O)CN2CC(C)OC(C)C2)n(-c2nc3ccccc3s2)n1 (stereo not drawn),-16,-6,4,5,0.7,nt,nt,-13,5,13
CCCn1nc(NC(=O)C(C)C)c2cc3cc(OC)ccc3nc21,-5,1,0,-1,2.5,nt,2,-1,1,1
CCCCCCCC(=O)NC(Nc1ccc(S(N)(=O)=O)cc1)C(Cl)(Cl)Cl (stereo not drawn),-6,-15,-4,6,-1.4,-3,-8,4,8,-4
CC(=O)Nc1ccc(NC(=O)COC(=O)/C(=C/c2ccccc2)n2nnnc2C)cc1,2,-9,-3,3,-1.0,-12,0,-3,-1,3
COc1ccccc1C(=O)NCCCCNC(=O)c1ccccc1OC,-2,-25,2,9,-2.1,-15,-4,-7,-3,7
O=S(=O)(NCc1ccccc1)c1ccc(Br)c2nsnc12,-5,-16,2,13,-0.1,2,1,-21,-3,21
Cc1nc2ccc(NS(=O)(=O)c3ccccc3Cl)cc2s1,-7,-19,-3,4,0.4,-2,12,-11,7,11
S=C(Nc1ccccn1)c1ccccn1,1,-1,5,3,0.2,nt,-3,42,-9,-42

# Screening data as filed in PubChem BioAssay.
